HT1080-NT tox = qHTS for induction of synthetic lethality in tumor cells producing 2HG: qHTS for the HT-1080-NT fibrosarcoma cell line; AID 686970, 2013; HT-1080-NT fibrosarcoma viability, CellTiter-Glo ATP luminescence, 48 h; 360,000 compounds, 1.6% hits; Potency, µM (top dose mostly 46.1 µM), without a hit: top-dose activity, negative = less viability, hits mostly cytotoxic;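 also: NT is the 2HG producing partner of a matched IDH1 knockdown line; potency is read from the fitted curve at half-maximal effect; 0% = DMSO-treated cells and -100% = media-only wells without cells; nearly all actives have a fitted effect of over 55% in size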
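Viability by CellTiter-Glo luminescence after 48 h compound exposure at 37C of HT-1080-NT cells (750/well, RPMI, 5% FBS). % activity scaled between DMSO wells and medium-only wells, then curve-fitted and categorized by curve class.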
DRD3 agonist = qHTS of D3 Dopamine Receptor Agonist: qHTS; D(3) dopamine receptor (Homo sapiens), P35462; D3R DiscoveRx beta-arrestin cells, luminescence, 90 min; max activation, %; 410,000 compounds, 0.58% hits; in the data active = max activation above about 30%; also: 0% is about no effect; mostly tested at two doses, the higher about 12 µM
Target sequence (P35462 whole entry, looked up): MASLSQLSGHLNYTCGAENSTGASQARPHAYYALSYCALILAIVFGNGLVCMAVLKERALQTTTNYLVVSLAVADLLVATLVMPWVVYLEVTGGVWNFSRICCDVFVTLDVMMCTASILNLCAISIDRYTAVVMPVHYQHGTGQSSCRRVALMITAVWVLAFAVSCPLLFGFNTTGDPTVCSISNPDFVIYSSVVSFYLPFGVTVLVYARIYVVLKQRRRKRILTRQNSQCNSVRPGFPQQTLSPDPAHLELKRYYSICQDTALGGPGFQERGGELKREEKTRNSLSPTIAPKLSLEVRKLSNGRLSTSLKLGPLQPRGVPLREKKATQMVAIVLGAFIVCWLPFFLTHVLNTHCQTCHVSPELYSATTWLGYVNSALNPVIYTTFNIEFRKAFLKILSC
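Agonist mode: compounds and dopamine controls were applied to plated cells for 90 min at 37 degrees C after an overnight attachment at 1500 cells/well. Luminescent read-out followed 30 - 60 minutes at room temperature with DiscoveRx detection reagent.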
SW480 rerep = A quantitative high throughput screen for small molecules that induce DNA re-replication in SW480 colon adenocarcinoma cells | SW480 DNA re-replication, Hoechst DNA content imaging, 48 h | Potency, µM (highest dose often 46.1 µM), for inactives: at the highest dose re-replication activation, hits mostly activators | 340,000 compounds, 1.8% hits | AID 624297, 2012; also: potency is read from the fitted curve at half-maximal effect; % of control where 0% means no effect; nearly all actives have a fitted effect of over 55% in size
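First, 250 cells per well were seeded. Next, compound or vehicle (23 nL) was pinned in, plates sat 48 hr at 37 C. Finally Hoechst was added for 40 min before fluorescence scanning.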
IL-1B inflam inh = qHTS for Inhibitors of Inflammasome Signaling: IL-1-beta AlphaLISA Primary Screen; activity change, % at 57.5 µM; AID 743279, 2014; 360,000 compounds, 4.7% hits; THP-1 LPS/ATP IL-1B secretion, AlphaLISA, 16 h; active compounds read low; in the data active = activity change below about -50%; inconclusive = mostly about -30% to -49%; also: % is scaled to controls: 0 for no effect and ±100 for the full control effect
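THP-1 cells pretreated 1 hr with compounds (up to 57.5 uM final), then stimulated with LPS (250 ng/mL final) plus ATP (1.25 mM final); secreted IL-1B measured by AlphaLISA after 16 hr, decreased signal indicating inhibition.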
HT1080 IDH1KD tx = qHTS for induction of synthetic lethality in tumor cells producing 2HG: qHTS for the HT-1080-IDH1KD cell line | HT-1080 IDH1 knockdown viability, ATP luminescence, 48 h | Potency, µM (highest dose often 46.1 µM), for inactives: top-dose activity, negative = toxicity, actives largely listed as cytotoxic | 360,000 compounds, 2% hits;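 also: potency is read from the fitted curve at half-maximal effect; 0% = DMSO wells and -100% = cell-free medium wells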
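Using the IDH1-knockdown HT-1080 line run in the same batch and compound series as the NT line, viability after 48 h at 37 °C was determined by CellTiter-Glo luminescence and expressed as % activity.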
MCF10A rereplic = A quantitative high throughput screen for small molecules that induce DNA re-replication in MCF 10a normal breast cells; Potency, µM (series often up to 46.1 µM), for inactives: at the highest dose activity, positive = re-replication, most hits filed as activators; MCF 10A DNA re-replication, Hoechst nuclear intensity, 48 h; 350,000 compounds, 2.9% hits; also: potency is read from the fitted curve at half-maximal effect; % of control where 0% means no effect; nearly all actives have a fitted effect of over 50% in size
KB-V1 MDR tox = qHTS assay for MDR1-selective chemotherapeutics: Primary screen using the drug-selected MDR subline cells KB-V1. KB-V1 MDR cells viability, CellTiter-Glo, 72 h. Potency, µM (titrated, usually from 46.1 µM), for inactives: at the highest dose activity change, negative = cytotoxicity, hits mostly cytotoxic. 400,000 compounds, 3.4% hits. AID 1347076, 2019; also: potency is read from the fitted curve at half-maximal effect; % is scaled to controls: 0 for no effect and ±100 for the full control effect; nearly all actives have a fitted effect of over 60% in size
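Cells of the MDR subline KB-V1 are plated, dosed with compound at multiple concentrations, and incubated 72 h at 37 degrees C; CellTiter-Glo is then added and luminescence read after 10 min.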
KB-3-1 tox = qHTS assay for MDR1-selective chemotherapeutics: Primary screen using the parental adenocarcinoma cell KB-3-1; KB-3-1 viability, CellTiter-Glo ATP luminescence, 72 h; Potency, µM (doses to about 46.1 µM), for inactives: at the top dose activity change, negative = cytotoxic, hits mostly cytotoxic; 400,000 compounds, 1.4% hits; AID 1347075, 2019; also: potency is read from the fitted curve at half-maximal effect; % is scaled to controls: 0 for no effect and ±100 for the full control effect; nearly all actives have a fitted effect of over 60% in size
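Viability of parental KB-3-1 cells, measured by CellTiter-Glo luminescence, followed a 72 h incubation at 37 °C with pinned compounds in phenol-red-free DMEM containing 10% FBS.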
GLP1R cytotox = qHTS of GLP-1 Receptor Inverse Agonists: Cytotox Screen; HEK293 cAMP-luciferase reporter cells, luminescence, 24 h; Potency, µM (series often up to 38.3 µM), for the others: at the top dose activity change, negative = inhibition, actives largely listed as inhibitors; 410,000 compounds, 0.13% hits;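 also: loss of luciferase light is scored as toxicity; potency is read from the fitted curve at half-maximal effect; % is scaled to controls: 0 for no effect and ±100 for the full control effect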
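Luminescence readout: signal drop marks cytotoxicity. Plated cells grew 12 h at 37 °C, 5% CO2, received 23 nL compound for 24 h, then got luciferase reagent, read after 12 min at RT.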
An asterisk follows results filed as active; [ ] = another dose, or the depositor's remark. Unless noted, calls follow the shape of the dose curve; as a rule, active = well fitted curve in the direction sought with a large enough effect; inconclusive = small, poorly fitted or top-dose-only effect, or another doubt; inactive = no such curve, though single readings can be large; an effect the other way counts as inactive or inconclusive.

For CC(=O)CSc1nnc(NC(=O)CCc2ccccc2)s1 the results were HT1080-NT tox 4%, DRD3 agonist 0, SW480 rerep -4%, IL-1B inflam inh 5, HT1080 IDH1KD tx 3%, MCF10A rereplic -1%, KB-V1 MDR tox 11%, KB-3-1 tox 10% and GLP1R cytotox -4%.
`O=C(NNC(=O)c1ccc(Cl)c(S(=O)(=O)Nc2ccc(Cl)cc2)c1)c1ccc(=O)[nH]c1` gave HT1080-NT tox 5%, DRD3 agonist 9, SW480 rerep -6%, IL-1B inflam inh 3, HT1080 IDH1KD tx 7%, MCF10A rereplic 1%, KB-V1 MDR tox 1%, KB-3-1 tox 27% and GLP1R cytotox 22%.
`CN1CCC(N(C)CC(=O)Nc2cccc(Oc3ccccc3)c2)CC1` gave HT1080-NT tox -29%, DRD3 agonist 0, SW480 rerep -11%, IL-1B inflam inh -2, HT1080 IDH1KD tx -3%, MCF10A rereplic inconclusive, KB-V1 MDR tox inconclusive, KB-3-1 tox -3% and GLP1R cytotox -4%.
COc1ccc(-c2noc(CSc3nc4ccc(C)cc4[nH]3)n2)cc1 was read as DRD3 agonist -2, KB-V1 MDR tox -29%, KB-3-1 tox inconclusive and GLP1R cytotox 3%.
`CC(C)(O)C#Cc1ccc(C(=O)NCc2ccccc2)s1` gave HT1080-NT tox -2%, DRD3 agonist 1, SW480 rerep -14%, IL-1B inflam inh 5, HT1080 IDH1KD tx 9%, MCF10A rereplic 727%[0.0737 µM], KB-V1 MDR tox 16%, KB-3-1 tox 28% and GLP1R cytotox -6%.
`O=C(NCc1ccccc1)C(c1ccccc1)N(C(=O)c1csnn1)C1CC1` (stereo not drawn) gave HT1080-NT tox -6%, DRD3 agonist -6, SW480 rerep -2%, IL-1B inflam inh 0, HT1080 IDH1KD tx -4%, MCF10A rereplic inconclusive, KB-V1 MDR tox -26%, KB-3-1 tox inconclusive and GLP1R cytotox 6%.
CC1=C(C(=O)OCc2ccc([N+](=O)[O-])cc2)N2C(=O)C(NC(=O)Cc3ccccc3)C2SC1 (stereo not drawn) was read as HT1080-NT tox 4%, DRD3 agonist -7, SW480 rerep -27%, IL-1B inflam inh 22, HT1080 IDH1KD tx 12%, MCF10A rereplic -1%, KB-V1 MDR tox 10%, KB-3-1 tox 22% and GLP1R cytotox 0%.
`Cc1cc(NC(=O)C(C)(C)C)no1` gave HT1080-NT tox 12%, DRD3 agonist -2, SW480 rerep -11%, IL-1B inflam inh -5, HT1080 IDH1KD tx 11%, MCF10A rereplic -1%, KB-V1 MDR tox inconclusive, KB-3-1 tox -5% and GLP1R cytotox -3%.
`CCOc1cc(/C=C2\C(=N)N3N=C(S(C)(=O)=O)SC3=NC2=O)ccc1OCCOc1cccc(OC)c1` gave HT1080-NT tox inconclusive, DRD3 agonist -1, SW480 rerep 6%, IL-1B inflam inh -9, HT1080 IDH1KD tx -21%, MCF10A rereplic 23µM*, KB-V1 MDR tox -24%, KB-3-1 tox -2% and GLP1R cytotox -11%.
Screening CCN(CC)c1ccc(S(=O)(=O)N(CC)CC)cc1NC(=O)C1CCCC1 returned HT1080-NT tox 0%, DRD3 agonist -3, SW480 rerep 4%, IL-1B inflam inh -4, HT1080 IDH1KD tx -13%, MCF10A rereplic -15%, KB-V1 MDR tox -13%, KB-3-1 tox -14% and GLP1R cytotox -7%.
For O=C(COC(=O)Cc1ccc(-c2ccccc2)cc1)NCc1ccc(F)cc1 the results were HT1080-NT tox -12%, DRD3 agonist -18, SW480 rerep 1%, IL-1B inflam inh -1, HT1080 IDH1KD tx -11%, MCF10A rereplic inconclusive, KB-V1 MDR tox 6%, KB-3-1 tox 1% and GLP1R cytotox 7%.
Screening CS(=O)(=O)n1nc(-c2ccccc2)nc1NCc1ccco1 returned HT1080-NT tox 1%, DRD3 agonist 2, SW480 rerep -5%, IL-1B inflam inh -14, HT1080 IDH1KD tx 3%, MCF10A rereplic 2%, KB-V1 MDR tox 1%, KB-3-1 tox -2% and GLP1R cytotox 2%.
`COc1cc(Br)c(C2CC(=O)Nc3cc(OC)c(OC)c(OC)c32)cc1OC` (stereo not drawn) gave DRD3 agonist 4, KB-V1 MDR tox 17%, KB-3-1 tox -7% and GLP1R cytotox 0%.
Screening COc1ccccc1NC(=O)CSc1nnc(C2CCCCC2)n1-c1ccccc1 returned HT1080-NT tox -21%, DRD3 agonist 5, SW480 rerep inconclusive, IL-1B inflam inh -24, HT1080 IDH1KD tx -20%, MCF10A rereplic inconclusive, KB-V1 MDR tox -22%, KB-3-1 tox 16% and GLP1R cytotox -11%.
Screening Cc1ccc([N+](=O)[O-])c2c1C(N1CC(C)OC(C)C1)C(C)(C)O2 (stereo not drawn) returned HT1080-NT tox 5%, DRD3 agonist 7, SW480 rerep -6%, IL-1B inflam inh 23, HT1080 IDH1KD tx 11%, MCF10A rereplic inconclusive, KB-V1 MDR tox 8%, KB-3-1 tox 2% and GLP1R cytotox -11%.
For COc1ccc([N+](=O)[O-])c(OC)c1C(=O)NC(=O)Nc1nc(C)cc(C)n1 the results were HT1080-NT tox -13%, DRD3 agonist 10, SW480 rerep -2%[9.22 µM], IL-1B inflam inh 10, HT1080 IDH1KD tx -16%, MCF10A rereplic inconclusive, KB-V1 MDR tox inconclusive, KB-3-1 tox -20% and GLP1R cytotox 3%.
For Cc1cc(NC(=O)C2COc3ccccc3O2)no1 (stereo not drawn) the results were HT1080-NT tox -1%, DRD3 agonist -2, SW480 rerep -2%, IL-1B inflam inh 3, HT1080 IDH1KD tx 8%, MCF10A rereplic 2%, KB-V1 MDR tox 3%, KB-3-1 tox -10% and GLP1R cytotox 7%.
For Cc1nn(C)c(C)c1CCC(=O)NC1CC(C)(C)Cc2c1cnn2-c1ccccc1 (stereo not drawn) the results were HT1080-NT tox 2%, DRD3 agonist 2, SW480 rerep -8%, IL-1B inflam inh inactive, HT1080 IDH1KD tx 0%, MCF10A rereplic 5%, KB-V1 MDR tox -29%, KB-3-1 tox 4% and GLP1R cytotox -15%.
CCC(=O)c1cc2c(C)cc(=O)oc2c(C)c1OC(C)=O was read as HT1080-NT tox 1%, DRD3 agonist 0, SW480 rerep 0%, IL-1B inflam inh inconclusive, HT1080 IDH1KD tx -15%, MCF10A rereplic inconclusive, KB-V1 MDR tox -20%, KB-3-1 tox -3% and GLP1R cytotox 342%[activator].
`CC(=O)Nc1ccc(NC(=O)c2ccc(C)c(S(=O)(=O)Nc3cccc(C)c3)c2)cc1` gave HT1080-NT tox -11%, DRD3 agonist 4, SW480 rerep -1%, IL-1B inflam inh -21, HT1080 IDH1KD tx -7%, MCF10A rereplic -19%, KB-V1 MDR tox 26%, KB-3-1 tox inconclusive and GLP1R cytotox -1%.

The final 2 entries of the part before are carried over, then new ones follow.
CCC(=O)c1cc2c(C)cc(=O)oc2c(C)c1OC(C)=O was read as HT1080-NT tox 1%, DRD3 agonist 0, SW480 rerep 0%, IL-1B inflam inh inconclusive, HT1080 IDH1KD tx -15%, MCF10A rereplic inconclusive, KB-V1 MDR tox -20%, KB-3-1 tox -3% and GLP1R cytotox 342%[activator].
`CC(=O)Nc1ccc(NC(=O)c2ccc(C)c(S(=O)(=O)Nc3cccc(C)c3)c2)cc1` gave HT1080-NT tox -11%, DRD3 agonist 4, SW480 rerep -1%, IL-1B inflam inh -21, HT1080 IDH1KD tx -7%, MCF10A rereplic -19%, KB-V1 MDR tox 26%, KB-3-1 tox inconclusive and GLP1R cytotox -1%.
CC(=O)Nc1ccc(-c2cc(C(=O)O)c3ccc(C)cc3n2)cc1 was read as HT1080-NT tox 12%, DRD3 agonist -5, SW480 rerep -1%, IL-1B inflam inh 7, HT1080 IDH1KD tx 16%, MCF10A rereplic 10%, KB-V1 MDR tox 0%, KB-3-1 tox -2% and GLP1R cytotox -7%.
`O=C(CCl)N1CCN(S(=O)(=O)c2ccc3c(c2)CCC3)CC1` gave HT1080-NT tox inconclusive, DRD3 agonist -6, SW480 rerep inconclusive, IL-1B inflam inh -67*, HT1080 IDH1KD tx inconclusive, MCF10A rereplic inconclusive, KB-V1 MDR tox inconclusive, KB-3-1 tox inconclusive and GLP1R cytotox inconclusive.
COc1cc(Cl)c(C)cc1NS(=O)(=O)c1c(C)nc2sccn2c1=O was read as DRD3 agonist 8, KB-V1 MDR tox inconclusive, KB-3-1 tox 0% and GLP1R cytotox 7%.
For Cc1ccc(S(=O)(=O)c2nc(-c3cccs3)oc2N2CCCCC2)cc1 the results were DRD3 agonist -13, KB-V1 MDR tox -23%, KB-3-1 tox 2% and GLP1R cytotox -2%.
Screening O=C(O)/C=C/C(=O)Nc1ccc(N2CCOCC2)nc1N1CCOCC1 returned HT1080-NT tox 21%, DRD3 agonist 7, SW480 rerep inconclusive, IL-1B inflam inh -7, HT1080 IDH1KD tx 10%, MCF10A rereplic inconclusive, KB-V1 MDR tox -3%, KB-3-1 tox inconclusive and GLP1R cytotox -16%.
Cc1ccc(NS(=O)(=O)c2csc(C(N)=O)c2)c(C)c1 was read as HT1080-NT tox -3%, DRD3 agonist 1, SW480 rerep -10%, IL-1B inflam inh 6, HT1080 IDH1KD tx 0%, MCF10A rereplic -4%, KB-V1 MDR tox 16%, KB-3-1 tox -16% and GLP1R cytotox -6%.
`COC(=O)c1ccc(NC(=O)N(c2ccccc2)c2ccccc2)cc1` gave HT1080-NT tox 4%, DRD3 agonist 2, SW480 rerep 2%, IL-1B inflam inh -4, HT1080 IDH1KD tx 4%, MCF10A rereplic 2%, KB-V1 MDR tox 7%, KB-3-1 tox 2% and GLP1R cytotox 2%.

Screening results deposited in PubChem by National Center for Advancing Translational Sciences (NCATS).
